# TR SRC2 fluor cs: counter-screen for TRb-SRC2 inhibitors: fluorescence interference; TRb/SRC2 Texas Red total fluorescence interference; Potency, µM (doses to about 106 µM), inactives show at the highest dose fluorescence change, negative = quenching; 280,000 compounds, 0.29% hits; active = well fitted curve in either direction with a large enough effect; inconclusive = small, poorly fitted or top-dose-only effect
#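 Human TRβ ligand-binding domain (0.6 uM) and Texas Red SRC2 peptide (20 nM) in Tris buffer with 1 uM T3 and 5% DMSO were incubated with pinned compound for 5 hr at ambient temperature. Total fluorescence was computed as S + 2P (555/632 nm).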
# TRb SRC2 PPI: inhibitors of human thyroid hormone receptor beta-SRC2 interaction; P10828; TRbeta-SRC2 peptide binding, fluorescence polarization; receptor liganded with 1 µM T3; Potency, µM (doses to about 106 µM), without a hit: top-dose activity change, negative = inhibition, actives largely listed as inhibitors; 280,000 compounds, 0.065% hits; AID 1469; active = well fitted inhibition curve with a large enough effect; inconclusive = small, poorly fitted or top-dose-only effect, or effect the other way;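 also: plate controls were bound peptide for no effect and peptide without receptor for full effect; nearly all actives have a fitted effect of over 50% in size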
# Target sequence (P10828 whole entry, looked up): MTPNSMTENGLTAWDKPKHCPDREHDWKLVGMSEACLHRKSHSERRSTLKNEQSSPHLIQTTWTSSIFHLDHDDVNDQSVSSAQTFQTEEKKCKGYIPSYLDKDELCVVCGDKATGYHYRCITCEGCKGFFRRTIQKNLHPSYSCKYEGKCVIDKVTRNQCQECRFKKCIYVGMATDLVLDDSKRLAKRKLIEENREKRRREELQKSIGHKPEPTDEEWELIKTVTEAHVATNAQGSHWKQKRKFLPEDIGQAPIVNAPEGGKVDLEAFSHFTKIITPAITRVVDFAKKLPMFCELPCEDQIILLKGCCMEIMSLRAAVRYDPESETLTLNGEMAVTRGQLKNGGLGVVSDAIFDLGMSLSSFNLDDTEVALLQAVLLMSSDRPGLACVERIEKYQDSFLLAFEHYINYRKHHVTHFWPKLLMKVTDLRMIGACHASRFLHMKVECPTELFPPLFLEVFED
#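 Compounds were added to 0.6 uM TRb ligand-binding domain and 20 nM Texas Red-labeled SRC2 peptide in Tris buffer containing 1 uM T3, incubated 5 hr at ambient temperature, then read by fluorescence polarization.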
# Active calls of the source: *; ? = inconclusive; [ ] = another dose, or the depositor's remark. Unless noted, % is scaled to controls: 0 for no effect and ±100 for the full control effect; potency is read from the fitted curve at half-maximal effect. These rows are one share of the data; count on the stated rates, not on these rows.
structure | TR SRC2 fluor cs | TRb SRC2 PPI
Cc1ccc(CN2C(=O)N(c3ccc(C)c(Cl)c3)S(=O)(=O)c3ccccc32)cc1 | -2% | -7%
COc1ccc(OC)c(NC(=O)CN2CCCN(Cc3cc(C)ccc3C)S2(=O)=O)c1 | -1% | 1%
O=C(CSC1=Nc2ccccc2N=C(c2ccc(F)cc2)C1)NCc1ccc(Cl)cc1 | -3% | 4%
Cc1cccc(-c2nc(CCNC(=O)c3ccco3)cs2)c1 | -3% | 9%
Cc1ccc(CNS(=O)(=O)c2ccc(C(=O)N(C)C)s2)cc1 | -1% | -14%
Cc1c(Cl)cccc1NC(=O)CSc1nc(=O)n(Cc2ccncc2)c2c1CCC2 | -1% | 1%
CCOC(=O)c1c(C)[nH]c(C)c1S(=O)(=O)N1CCC(C(=O)NCc2ccc(F)cc2)CC1 | -3% | -2%
CCc1cccc(NC(=O)CSc2ncc3c(n2)-c2ccccc2N(CC)S3(=O)=O)c1 | 0% | 1%
Cc1ccc(S(=O)(=O)N2CCCc3cc(NC(=O)c4ccccc4Cl)ccc32)cc1 | -1% | -3%
Cc1cc(=O)n(CC(=O)N2CCCCC2)c2c1c(C)nn2C | -2% | -3%
CCCCN(CC)CCNC(=O)C1CCN(c2nnc(C)c3c(C)n(-c4ccc(C)cc4)nc23)CC1 | 2% | -2%
COc1ccc(OC)c(CNC(=O)CCCn2nc(C)c3c(C)n(-c4ccc(C)cc4)nc3c2=O)c1 | -1% | 0%
CCOC(=O)c1c(C)[nH]c(CCC(=O)NCc2cccc(C)c2)c1C | -1% | -3%
Cc1cc(C)c(/C=C/c2onc(C)c2S(=O)(=O)N2CCC(C(=O)NCc3ccco3)CC2)c(C)c1 | -10% | 0%
CC(=O)Nc1ccc(OCCOCCOc2ccc(NC(C)=O)cc2)cc1 | 0% | 5%

# Reprinted at random: 3 compounds from above
structure | TR SRC2 fluor cs | TRb SRC2 PPI
Cc1cccc(-c2nc(CCNC(=O)c3ccco3)cs2)c1 | -3% | 9%
Cc1ccc(CNS(=O)(=O)c2ccc(C(=O)N(C)C)s2)cc1 | -1% | -14%
Cc1cc(=O)n(CC(=O)N2CCCCC2)c2c1c(C)nn2C | -2% | -3%

# Later entries:
structure | TR SRC2 fluor cs | TRb SRC2 PPI
Cc1ccc2c(c1)c1c(c(=O)n(Cc3ccccc3)c(=O)n1Cc1cccc(F)c1)n2C | -1% | -4%
O=C(CSc1nc2c([nH]c3ccccc32)c(=O)n1-c1ccc(Cl)cc1)c1ccccc1 | -23% | 3%
CCOc1ccccc1CNC(=O)CN1C(=O)CCn2nc(-c3cn(C)c4ccccc34)cc21 | -7% | -2%
CCOc1cc(S(=O)(=O)n2ccnc2C(C)C)ccc1Cl | -2% | 7%
Cc1ccc(NS(=O)(=O)c2cnc(N)nc2)c(C)c1 | -5% | -2%
CC(=O)Nc1ccc(NC(=O)c2ncoc2-c2ccco2)cc1 | -1% | -3%
CCOc1ccc2nc(N3CCN(C(=O)CS(=O)(=O)c4ccc(F)cc4)CC3)sc2c1 | -3% | 1%
CCOc1ccc(C(=O)Nc2cccc(C(=O)OCc3cc(=O)n4cc(C)sc4n3)c2)cc1 | 0% | 7%
Cc1nn(C(=O)c2cccc([N+](=O)[O-])c2C)c(C)c1S(=O)(=O)N1CCCCCC1 | -2% | 2%
Cc1ccc2ccc3cc(C(=O)N4CCN(c5ccccc5F)CC4)nc3c2[nH]1 | 2% | -5%
CCOC(=O)c1cccc(NC(=O)c2ccc3c(c2)nnn3CC)c1 | 0% | 0%
COCCn1ccc2c(OCC(=O)Nc3cccc(C(F)(F)F)c3)cccc2c1=O | -1% | -8%
CCCCCC1CCC(=O)O1 (centres undefined) | -4%[201 µM] | 7%[201 µM]
Cc1cc(C)cc(N2C(=O)CSC23C(=O)N(CC(=O)NC2CCCCC2)c2ccccc23)c1 (centres undefined) | -65% | -14%
CC(C)(C)OC(=O)N1CCC(c2c(C(=O)NC3CCCCC3)cnn2-c2cccc(F)c2)CC1 | -1% | 6%
COC(=O)c1cc(NC(=O)c2cnc(SC)nc2-c2ccccc2)cc(C(=O)OC)c1 | -1% | -1%
CCOC(=O)c1c(C)oc2nc(C)nc(NCCc3ccc(C)cc3)c12 | -18% | -5%
COc1ccc(CCNS(=O)(=O)c2ccc(N3CCCCS3(=O)=O)cc2)cc1 | -2% | 4%
CCN(CC)CCNC(=O)C1CCCN(c2nnc(C)c3c(C)n(-c4ccc(Cl)cc4)nc23)C1 (centres undefined) | -2% | -4%
Cc1ccc(CNC(=O)C2COc3ccccc3C2)cc1 (centres undefined) | 2% | 4%
Cc1ccc(CN2CCc3nc(N4CCN(C)CC4)ncc3C2)cc1 | -2% | -3%
COc1ccc(NC(=O)C2CCN(S(=O)(=O)c3cccc(-c4noc(C)n4)c3)CC2)cc1OC | -1% | -9%
CCCCOc1ccc(S(=O)(=O)Nc2ccc(-c3ccc(N4CCC(C)CC4)nn3)cc2)cc1 | -2% | -4%
Cc1ccc(C(=O)NCC(=O)OCc2cc(=O)n3c(C)csc3n2)cc1 | 0% | 1%
Cc1cccc(-c2cc(NC(=O)C(C)(C)C)n(-c3ccccc3)n2)c1 | -2% | -7%
COc1ccc(CNC(=O)c2ccc(NC(=O)N3CCSc4ncccc43)cc2)c(OC)c1 | -1% | -10%
COc1ccc(-c2ccc(NS(=O)(=O)c3cc(C)c(C)cc3C)cc2)nn1 | -6% | -4%
CCC(=O)Nc1cc(-c2cn3cccnc3n2)ccc1OC | 0% | -9%
COc1cccc(N2CC(NC(=O)Cc3cccs3)CC2=O)c1 (centres undefined) | -1% | -9%
COC(=O)c1ccccc1NC(=O)N1CCC(n2c(C)nc3cccnc32)CC1 | 0% | -1%

# A second format for some results above.
> COc1ccc(-c2ccc(NS(=O)(=O)c3cc(C)c(C)cc3C)cc2)nn1
  TR SRC2 fluor cs = -6% | TRb SRC2 PPI = -4%

> CCC(=O)Nc1cc(-c2cn3cccnc3n2)ccc1OC
  TR SRC2 fluor cs = 0% | TRb SRC2 PPI = -9%

> COc1cccc(N2CC(NC(=O)Cc3cccs3)CC2=O)c1 (centres undefined)
  TR SRC2 fluor cs = -1% | TRb SRC2 PPI = -9%

# The list continues.
structure | TR SRC2 fluor cs | TRb SRC2 PPI
Cc1ccc(C(=O)NCC(c2cccs2)S(=O)(=O)c2ccccc2)cc1C (centres undefined) | -2% | 1%
Cc1ccc(C)c(N2CCN(S(=O)(=O)c3ccc(C(=O)N(C)C)s3)CC2)c1 | -1% | -1%
COc1cccc(C(c2sc3nc(-c4ccco4)nn3c2O)N2CCN(c3ccccc3F)CC2)c1 (centres undefined) | 0% | 1%
O=C(Cn1c(=O)nc(-c2ccccc2)c2ccccc21)NCc1ccccc1Cl | -1% | 2%
Cc1nc2ccccc2c(=O)n1-c1ccc(NC(=O)c2ccc([N+](=O)[O-])cc2)cc1 | 1% | -9%
CCOc1ccccc1NC(=O)C1CCN(S(=O)(=O)c2c(C)noc2/C=C/c2ccc(C)cc2)CC1 | -6% | -5%
O=C(NCCc1ccc(Cl)cc1)C(=O)NCC(c1ccco1)S(=O)(=O)c1cccs1 (centres undefined) | -1% | -6%
Cc1cc(=O)n(Cc2ccccc2)c2c1c(C)nn2C | -23% | -3%
CCOc1ccc(NC(=O)c2cnc3sc(N4CCOCC4)nn3c2=O)cc1 | -4% | 6%
O=C(NCc1ccccc1)c1cccc(NC(=O)N2CCSc3ncccc32)c1 | -1% | 0%
CCN(Cc1ccccc1)C(=O)CCS(=O)(=O)c1ccc2c(c1)oc(=O)n2C | ? | -2%
CCOc1ccccc1NS(=O)(=O)c1ccc(-c2cnc(C3CC3)o2)cc1 | -4% | 5%
COc1cc(Nc2nc3ccccc3c3nnc(C)n23)cc(OC)c1 | -2% | -10%
Cc1ccc(-n2ncc(C(=O)N3CCN(Cc4ccccc4)CC3)c2C2CCN(C(=O)OC(C)(C)C)CC2)c(C)c1 | 3% | 6%
CC(=O)c1ccc(NC(=O)CN2C(=O)CN(C)C(=O)c3ccccc32)cc1 | 2% | 2%
Cc1cccc(Cn2c(CN3CCC(C(=O)NCc4ccccc4Cl)CC3)cc3ccccc32)c1 | 1% | 2%
O=C(NCc1nc2cccnc2n1Cc1ccc(F)cc1)c1ccccc1C(F)(F)F | -9% | -4%
CCc1cccc(C)c1NS(=O)(=O)c1c(C(=O)N2CCCCCC2)c(C)n(C)c1C | -4% | 0%
CCCCC(CC)CNC(=O)Cc1ccc(-n2c(=O)[nH]c3ccccc3c2=O)cc1 (centres undefined) | -8% | 0%
Cc1cc2c(cc1S(=O)(=O)N(C)CC(=O)Nc1ccc(C#N)cc1)OCC(=O)N2 | 4% | 0%
O=C(Nc1cccc(C(=O)N2CCN(c3ccc(Cl)cc3)CC2)c1)c1nsc2ccccc12 | -3% | 0%
Cc1ccc(C)c(NC(=O)Cn2nnc(C(=O)NCc3ccco3)c2N)c1 | -39% | -5%
CCc1c(-c2ccccc2)nc2ccccc2c1C(=O)NCc1ccc(C)cc1 | 0% | -3%
Cc1ccc(NC(=O)CN2CCSc3ccc(S(=O)(=O)N4CCCC4)cc32)cc1C | -4% | 2%
CCOC(=O)c1c(S(=O)(=O)NCC(=O)Nc2ccc(C(C)=O)cc2)c(C)n(C)c1C | -15% | -3%
Cc1cccc(C)c1NC(=O)CSc1ncc2c(n1)-c1ccc(Cl)cc1N(Cc1ccccc1)S2(=O)=O | -2% | -8%
O=C(Nc1ccccc1C(=O)OCc1cc(=O)n2nc(C3CC3)sc2n1)c1cccc(F)c1 | -1% | 3%
O=C(CSc1nc2c([nH]c3ccccc32)c(=O)n1-c1ccccc1)NCc1ccc(F)cc1 | -5% | 8%
CCn1nc(C)c2c(-c3ccccc3)cc(=O)n(C(C)C(=O)NCc3ccccc3OC)c21 (centres undefined) | -4% | -1%
CCc1cccc(NC(=O)c2ccc(CN3C(=O)C(C)=C(c4ccc(OC)cc4)S3(=O)=O)cc2)c1 | -20% | 5%
CC1CCN(C(=O)Cn2c(SCC(=O)Nc3ccc(F)cc3)nc3ccccc32)CC1 | 0% | -7%
Cc1ccc(C(=O)c2cn(CC(=O)Nc3ccc4c(c3)OCCO4)c3nc(C)ccc3c2=O)cc1 | 1% | 8%
Cc1ccc(CNC(=O)C2CCN(S(=O)(=O)N3CCC(C)CC3)CC2)cc1 | -2% | 5%
CCOC(=O)c1c(C)[nH]c(C)c1S(=O)(=O)N1CCC(C(=O)NCc2ccc(C)cc2)CC1 | 0% | -1%
CC(=O)c1ccc(NC(=O)CCn2cccn2)cc1 | 0% | 0%
Cn1nnc2c(N3CCN(c4ccccc4)CC3)ncnc21 | 0% | 1%
O=C(O)[C@@H]1CSCN1 | -1% | 5%
CCN1C(=O)c2ccccc2Sc2ccc(NC(=O)c3cccc(C)c3)cc21 | -1% | 5%
O=C(NCC(c1ccc2c(c1)OCO2)N1CCOCC1)c1ccccc1F (centres undefined) | -19% | 2%
CCN(CC)c1ccc(C(=O)NCc2ccc3c(c2)CCN3C(=O)c2cccc(C)c2)cc1 | -3% | -10%
CCOc1ccccc1CNS(=O)(=O)c1ccc2c(c1)CCCN2C(C)=O | 3% | -1%
CCn1ccc2cc(S(=O)(=O)N3CCCN(C(=O)Nc4cccc(Cl)c4)CC3)ccc21 | 0% | 9%
COc1ccc(-c2cc3ccc(O)c(CN4CCN(CCO)CC4)c3oc2=O)cc1OC | 0% | 0%
Cc1cccc(Cn2cccc2CNS(=O)(=O)c2ccc(Br)cc2)c1 | -1% | 4%
CC(C)C(=O)Nc1nnc(S(=O)(=O)N(C)Cc2ccc(F)cc2)s1 | 0% | -5%
Cc1ccc(CNC(=O)c2ccc3c(c2)c(C)c(C)n3Cc2ccc(Cl)cc2)o1 | 1% | -5%
O=C(COc1ccc(Cl)cc1)NCC(c1cccs1)S(=O)(=O)c1ccc(F)cc1 (centres undefined) | -2% | 6%
CCOC(=O)C1CCN(S(=O)(=O)c2cc3c4c(c2)CC(=O)N4CCC3)CC1 | 2% | 6%
COc1cc(-c2ccno2)ccc1S(=O)(=O)N1CCN(c2cc(C)ccc2C)CC1 | 2% | -3%
CCOC(=O)c1c(C)oc2nc(C)nc(N3CCN(c4ccccc4F)CC3)c12 | -22% | 1%
O=c1c2[nH]c3ccccc3c2nc(SCc2ccccc2F)n1-c1ccc(F)cc1 | 0% | 7%
CCc1ccc(-n2c(SCc3ccccc3C)nc3[nH]ncc3c2=O)cc1 | -4% | 4%
O=C(Nc1ccc(-c2cn3cccnc3n2)cc1)c1ccccc1F | -9% | 2%
CCc1ccc(NC(=O)Cn2c(=O)ccc3cc(S(=O)(=O)N4CCCC4)ccc32)cc1 | 4% | -7%
COCCCNC(=O)C1CCC(Cn2c(=O)c3sccc3n(Cc3ccc(F)cc3)c2=O)CC1 (centres undefined) | -1% | 4%
COc1cccc(Cc2nc3ccccc3nc2SCC(=O)NCc2ccc(C)cc2)c1 | 0% | 1%
CCc1ccc(CNC(=O)c2cnc(N3CCCCC3)c3ccccc23)cc1 | -3% | 3%

# From PubChem BioAssay
